# Screens deposited in PubChem BioAssay by National Center for Advancing Translational Sciences (NCATS).
# FUS yeast rescue: suppressors of FUS proteinopathy in yeast; S. cerevisiae FUS-expressing, growth rescue, OD600, 24 h; Potency, µM (top dose mostly 76.6 µM), for the others: at the top dose growth rescue (activation), hits mostly activators; AID 1347120; hit rate 0.24% among 390,000;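 further: plate controls were DMSO vehicle for no effect and reference control for full effect; nearly all actives have a fitted effect of over 55% in size; some results filed as inactive show a strong effect at the top dose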
#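 S. cerevisiae expressing FUS from galactose induction served as the toxicity model. Growth after 24hr at 30C, read as absorbance at 600 nm, indicates suppression of toxicity; compounds dosed at several concentrations.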
# EPAC2 antagonist: blocks human EPAC2 exchange factor; EPAC2 GEF exchange of Rap1B-BODIPY-GDP, fluorescence; hit rate 0.18% among 360,000; Potency, µM (top dose mostly 114 µM), inactives show top-dose activity, negative = inhibition, hits mostly inhibitors; further: on the % scale 0 is the no-effect control and ±100 the full control effect; nearly all actives have a fitted effect of over 45% in size; many of its hits are not listed in these tables
# Target sequence (Q8WZA2 whole entry, looked up): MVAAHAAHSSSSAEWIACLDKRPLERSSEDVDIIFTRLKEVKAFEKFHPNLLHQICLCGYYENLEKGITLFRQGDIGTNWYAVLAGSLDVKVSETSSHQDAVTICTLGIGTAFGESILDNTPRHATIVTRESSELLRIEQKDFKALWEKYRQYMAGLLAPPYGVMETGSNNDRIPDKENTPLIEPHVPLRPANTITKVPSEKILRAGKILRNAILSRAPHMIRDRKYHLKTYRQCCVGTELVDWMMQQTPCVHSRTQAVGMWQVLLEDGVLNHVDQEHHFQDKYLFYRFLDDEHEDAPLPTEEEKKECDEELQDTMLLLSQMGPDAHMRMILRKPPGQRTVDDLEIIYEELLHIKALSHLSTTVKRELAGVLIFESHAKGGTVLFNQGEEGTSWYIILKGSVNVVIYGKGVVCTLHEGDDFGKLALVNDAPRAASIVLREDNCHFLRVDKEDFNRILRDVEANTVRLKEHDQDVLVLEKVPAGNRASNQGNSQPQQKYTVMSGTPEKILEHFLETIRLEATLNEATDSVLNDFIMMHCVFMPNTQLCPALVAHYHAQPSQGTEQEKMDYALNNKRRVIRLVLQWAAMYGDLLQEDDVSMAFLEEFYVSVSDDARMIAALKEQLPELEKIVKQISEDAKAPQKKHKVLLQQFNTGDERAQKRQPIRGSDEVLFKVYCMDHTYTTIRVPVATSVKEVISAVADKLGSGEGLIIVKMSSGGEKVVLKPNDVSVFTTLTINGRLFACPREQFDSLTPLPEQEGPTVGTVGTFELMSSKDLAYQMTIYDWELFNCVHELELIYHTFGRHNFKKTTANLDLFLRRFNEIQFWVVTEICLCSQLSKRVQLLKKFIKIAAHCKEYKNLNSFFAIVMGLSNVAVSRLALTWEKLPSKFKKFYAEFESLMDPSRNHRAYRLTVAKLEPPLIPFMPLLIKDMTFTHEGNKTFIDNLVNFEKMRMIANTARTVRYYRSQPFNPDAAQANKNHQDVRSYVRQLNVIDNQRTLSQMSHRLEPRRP
# EPAC2 agonist: agonists of human EPAC2 (RAPGEF4) | Potency, µM (highest dose often 154 µM), for inactives: at the top dose activation, usual class: activators | hit rate 0.079% among 360,000 | EPAC2 activation, biochemical qHTS; response scale: 100% = 6.5 mM cAMP response | AID 720711; further: nearly all actives have a fitted effect of over 50% in size
#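 Each well held 100 nM EPAC2, 250 nM RAP1B-BODIPY-GDP and 50 uM GDP. Fluorescence, read at 5-min intervals to 30 min, was referenced to a 6.5 mM cAMP positive control.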
# aSyn rescue: alpha-synuclein toxicity inhibition in yeast; hit rate 0.14% among 370,000; AID 652106; Potency, µM (top dose mostly 46.1 µM), for the others: top-dose growth rescue (activation), usual class: activators; Yeast expressing alpha-synuclein, growth rescue, BacTiter-Glo, 24 h; further: % of control where 0% means no effect; nearly all actives have a fitted effect of over 65% in size
#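 Readout is rescue of growth in alpha-synuclein-expressing yeast, so inhibitors of toxicity appear as activators. Growth after 24 hr at 30 deg C in galactose medium is quantified by luminescence.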
# EPAC1 ag: agonists of human EPAC1 | O95398 | EPAC1 agonist qHTS, biochemical assay; response scale: 100% = response to 6.5 mM cAMP | hit rate 0.073% among 360,000 | Potency, µM (highest dose often 154 µM), without a hit: at the highest dose activation, most hits filed as activators | AID 720707; further: nearly all actives have a fitted effect of over 60% in size
#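 EPAC1 100 nM, Rap1B–BODIPY-GDP 250 nM, unlabeled GDP 50 uM; compound titration; 5 min RT; kinetic read ex480/em540 at 5-min intervals ×30 min; data normalized to 6.5 mM cAMP agonist control.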
# EPAC1 antagonist: blocks human EPAC1 exchange factor; Potency, µM (doses to about 115 µM), for inactives: at the top dose activity change, negative = inhibition, usual class: inhibitors; hit rate 0.14% among 360,000; EPAC1 GEF assay, Rap1b-BODIPY-GDP exchange fluorescence;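 further: plate controls were vehicle for no effect and positive control for full effect; nearly all actives have a fitted effect of over 50% in size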
# PTHR1 agonist: agonists of human PTHR1 parathyroid hormone receptor; Q03431; Potency, µM (titrated, usually from 115 µM), inactives show at the highest dose activation, actives largely listed as activators; HEK293 GP2 PTHR1 cells, GloSensor cAMP luminescence, 1 h; hit rate 0.075% among 410,000; AID 743266; further: nearly all actives have a fitted effect of over 55% in size; some results filed as inactive show a strong effect at the top dose; inactives centre near -15; many of its hits are not listed in these tables
#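 HEK-293-derived GP2 cells expressing PTHR1 and a GloSensor cAMP reporter, 3,000/well, plated overnight, given luciferin plus IBMX (each 0.5 mM as added) for 1 h at 37 °C, then compound for 1 h at 37 °C. Luminescence was read after 15 min at room temperature.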
# TDP43 rescue: TDP-43 toxicity inhibition in yeast | TDP-43 expressing yeast growth rescue, BacTiter-Glo, 24 h | Potency, µM (top dose mostly 46.1 µM), inactives show at the top dose growth rescue (activation), most hits filed as activators | hit rate 1.8% among 410,000; further: % of control where 0% means no effect; nearly all actives have a fitted effect of over 50% in size
#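 Galactose-induced TDP-43 yeast, OD600=0.02, compound pinned; 24 hr, 30 deg C; BacTiter-Glo luminescence for growth. Inhibitors of TDP-43 toxicity read as activators.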
# * hit, by the source's call; i = inactive; u = inconclusive; x = not tested or not shown; [ ] = dose if it differs, or a comment. The call rests on the fitted dose curve; in most records, active means well fitted curve in the direction sought with a large enough effect; inconclusive means small, poorly fitted or top-dose-only effect, or another doubt; inactive means no such curve, though single readings can be large; an effect the other way counts as inactive or inconclusive. Potency means the concentration at half of the fitted maximal effect.
SMILES,FUS yeast rescue,EPAC2 antagonist,EPAC2 agonist,aSyn rescue,EPAC1 ag,EPAC1 antagonist,PTHR1 agonist,TDP43 rescue
COc1ccc(-c2nc(CN3CCN(Cc4cccc(F)c4)CC3)c(C)o2)cc1,10%,-18%,0%,1%,4%,-11%,i,0%
COc1cccc(-c2cnc(C(O)c3cccc(F)c3)[nH]2)c1 (centres undefined),-13%,5%,3%,-10%,1%,-5%,i,18%
Cc1ccccc1C(=O)NN1C(=O)CSC1=S,0%,-5%,6%,-1%,2%,-19%,-22%,11%
Cc1ccc(C(C(=O)NCC2CCCO2)N(C(=O)c2snc(C(N)=O)c2N)c2ccc(C)c(C)c2)o1 (centres undefined),28%,-6%,8%,-3%,-3%,-14%,-8%,-5%
CCN1CCCC1CN(Cc1cc2ccc(C)cc2[nH]c1=O)C(=S)Nc1ccc(OC)cc1OC (centres undefined),29%,1%,-3%,1%,2%,-1%,-10%,-10%
O=C(COC(=O)/C=C/c1ccccc1Cl)NCC1CCCO1 (centres undefined),0%,-2%,5%,-4%,-2%,-9%,i,-11%
COc1ccccc1-c1c(C)oc2c(CN3CCOCC3)c(O)ccc2c1=O,-24%,0%,5%,-1%,4%,1%,i,3%
CC1Cc2nc(SCC(=O)NCC3CCCO3)n(-c3ccc(F)cc3)c(=O)c2S1 (centres undefined),2%,5%,12%,-2%,0%,14%,i,9%
O=C(Nc1nnc(-c2ccccc2SCc2ccccc2F)s1)Nc1ccccc1F,x,-6%,11%,-1%,1%,-15%,-18%,-10%
Nc1ccc2nc(SCC(=O)Nc3ccc(N4CCOCC4)c(Cl)c3)sc2c1,u,6%,3%,6%,0%,-11%,-95%[inhibitor],-5%
O=C(NC(Cc1c[nH]c2ccccc12)C(=O)Nc1ccc(F)cc1)c1cccs1 (centres undefined),x,-15%,12%,16%,7%,u,i,0%
COc1cc2c(cc1OC)C(C)N(Cc1ccc3c(c1)OCO3)CC2 (centres undefined),-19%,-4%,3%,10%,-3%,-8%,i,0%
C=CCN1CC2(c3ccccc3)CN(CC=C)CC(c3ccccc3)(C1)C2=O,16%,4%,5%,3%,-3%,-9%,-25%,-10%[0.397 µM]
Cc1ccc(NC(=O)CN(C)CC(=O)N(CC(C)C)c2c(N)n(CC(C)C)c(=O)[nH]c2=O)c(C)c1,1%,12%,2%,0%,8%,-3%,-30%,19%
O=C(Nc1ccc(OC(F)(F)F)cc1)C1=NCCN1,x,4%,-1%,-11%,3%,-6%,-16%,-26%
O=C(NCCc1cn2ccccc2n1)c1cc(COc2ccc3ncccc3c2)on1,7%,-1%,4%,-1%,1%,-19%,-41%[inhibitor],23%
O=C1C(CCc2ccccc2)ON=C(c2cnccn2)N1Cc1ccc(F)cc1 (centres undefined),14%,-22%,9%,10%,-11%,u,i,u
Cc1ccc(NC(C)C(=O)N/N=C/c2ccc([N+](=O)[O-])s2)cc1 (centres undefined),30%,6%,0%,7%,-9%,-3%,i,6%
Cc1[nH]c2ccccc2c1-c1csc(NC(=O)CSCC(=O)O)n1,-8%,-9%,-3%,4%,-7%,6%,-15%,7%
Cc1oc(-c2cccc(F)c2)nc1CN1CCCCC1CCc1ccccn1 (centres undefined),-8%,-5%,8%,3%,-5%,-4%,13%,22%
COc1ccccc1CNC(=O)CN1C(=O)NC2(CCOc3ccccc32)C1=O (centres undefined),-6%,-1%,3%,-4%,9%,-23%,-3%,14%
COc1ccc(N(C(C)C(=O)Nc2ccc(S(=O)(=O)N3CCOCC3)cc2)S(C)(=O)=O)cc1 (centres undefined),8%,-5%,-9%,-2%,-8%,-3%,i,14%
CC(C)(C)OC(=O)NCCCC[C@H](NC(=O)c1[nH]cnc1C(=O)Nc1ccc(CNC(=O)OC(C)(C)C)cc1)C(=O)OC(C)(C)C,u,11%,-9%,-5%,-28%,-15%,i,12%
NC(=O)NC(=O)COC(=O)c1ccccc1OCc1ccc(F)cc1,2%,-5%,-1%,5%,-9%,5%,-19%,6%
Cc1ccc(Nc2nnc(C3C(=O)N(C)C4(C)CC3c3cc(Br)ccc3O4)s2)cc1 (centres undefined),x,13%,-15%,13%,-9%,-8%,-6%,9%
COc1ccccc1Cc1c(-c2ccco2)nc2cc(C)c(Br)c(C)n12,45%,-1%,3%,-13%,-26%,u,-84%[inhibitor],4%
COc1ccc(NC(=O)c2sccc2C)c([N+](=O)[O-])c1,15%,10%,4%,-6%,-2%,-8%,i,4%
Cc1ccc(C(c2nnnn2Cc2cccs2)N2CCN(C(=O)c3ccco3)CC2)cc1 (centres undefined),38%,-1%,-9%,1%,6%,4%,-9%,2%
CC(C)CN(C(=O)COC(=O)CNC(=O)c1ccc(Cl)cc1)C1CCS(=O)(=O)C1 (centres undefined),-1%,1%,-2%,4%,-2%,5%,-16%,9%
CN1C(=O)CSc2ccc(NC(=O)NCc3cccnc3)cc21,12%,4%,8%,0%,-2%,6%,i,-14%

# Single entries from the list:
# EPAC2 antagonist result of O=C(Nc1ccc(OC(F)(F)F)cc1)C1=NCCN1 is entered as 4%
# TDP43 rescue result of NC(=O)NC(=O)COC(=O)c1ccccc1OCc1ccc(F)cc1 is entered as 6%
# PTHR1 agonist result of O=C(Nc1nnc(-c2ccccc2SCc2ccccc2F)s1)Nc1ccccc1F is entered as -18%
# EPAC1 ag result of COc1ccc(NC(=O)c2sccc2C)c([N+](=O)[O-])c1 is entered as -2%
# EPAC2 antagonist result of Cc1ccc(Nc2nnc(C3C(=O)N(C)C4(C)CC3c3cc(Br)ccc3O4)s2)cc1 (centres undefined) is entered as 13%
# TDP43 rescue result of Cc1ccc(C(c2nnnn2Cc2cccs2)N2CCN(C(=O)c3ccco3)CC2)cc1 (centres undefined) is entered as 2%

# 3 structures out of the list, sorted by count of non-hydrogen atoms, highest first:
SMILES,FUS yeast rescue,EPAC2 antagonist,EPAC2 agonist,aSyn rescue,EPAC1 ag,EPAC1 antagonist,PTHR1 agonist,TDP43 rescue
Cc1ccc(Nc2nnc(C3C(=O)N(C)C4(C)CC3c3cc(Br)ccc3O4)s2)cc1 (centres undefined),x,13%,-15%,13%,-9%,-8%,-6%,9%
COc1ccccc1CNC(=O)CN1C(=O)NC2(CCOc3ccccc32)C1=O (centres undefined),-6%,-1%,3%,-4%,9%,-23%,-3%,14%
CN1C(=O)CSc2ccc(NC(=O)NCc3cccnc3)cc21,12%,4%,8%,0%,-2%,6%,i,-14%

# Next section.
SMILES,FUS yeast rescue,EPAC2 antagonist,EPAC2 agonist,aSyn rescue,EPAC1 ag,EPAC1 antagonist,PTHR1 agonist,TDP43 rescue
CC(NC(=O)COC(=O)c1ccccc1F)C1CC2CCC1C2 (centres undefined),-15%,3%,3%,-1%,8%,-5%,-20%,24%
O=C(COc1ccccc1)N1CCN(C(=O)COc2ccccc2)CC1,6%,0%,14%,0%,13%,15%,i,-5%
O=C1CSC(c2ccccc2F)N1 (centres undefined),-2%,4%,8%,-5%,4%,-1%,-9%,-3%
CC(=O)c1cccc(NC(=O)CCc2nnc3ccc(N4CCN(C)CC4)nn23)c1,-25%,3%,8%,1%,4%,0%,i,8%
C=Cn1c(C(=O)O)ccc1-c1ccc(CC)cc1,-22%,-22%,0%,7%,-9%,6%,i,7%
O=C(O)CC1(CC(=O)Nc2cc(F)ccc2Cl)CCCCC1,1%,4%,1%,6%,4%,-4%,i,17%
Cc1cc(C)n(CC(=O)N/N=C/c2ccc(C)o2)n1,-25%,11%,-1%,x,-13%,6%,i,-5%
Cc1cccc(N2CCN(C(=O)Cn3ccc4ccccc4c3=O)CC2)c1C,27%,0%,-4%,7%,2%,-2%,-33%[inhibitor],5%
COc1ccc(CN2CCN(Cc3nc4ccccc4s3)CC2CCO)c(C)c1C (centres undefined),1%,-12%,4%,2%,12%,6%,-50%[inhibitor],-4%
CC(=O)N1c2ccc(S(=O)(=O)N3CCCCC3)cc2CC1C(=O)NCc1ccccc1C (centres undefined),17%,1%,1%,0%,-4%,-8%,-26%,5%
Cc1ccc(-n2nnnc2CN2CCCCC2)cc1,7%,-14%,10%,-6%,11%,13%,i,-21%
O=C(Nc1nccs1)c1ccc2c(c1)OCO2,19%,-1%,-1%,0%,2%,-3%,i,-4%
C=CCn1c(N2CCCCCC2)nc2c1c(=O)[nH]c(=O)n2C,-4%,12%,7%,-5%,0%,11%,i,-15%
CN(CC(=O)Nc1ccc(F)cc1)C(=O)c1ccccc1OCc1ccc(F)cc1,24%,-10%,8%,5%,-15%,-15%,-11%,23%
Cc1nn(-c2ccccc2)c(N)c1N=Nc1ccc(Cl)cc1,4%,-4%,16%,-30%,-2%,-8%,-28%,-9%[0.397 µM]
O=C(NCc1ccc(F)cc1)c1ccc(CS(=O)Cc2ccccc2Cl)o1 (centres undefined),7%,1%,9%,0%,9%,1%,i,11%
CSCCC(NC(=O)c1ccco1)C(=O)N1CC(C)OC(C)C1 (centres undefined),-13%,1%,-1%,-2%,3%,8%,-17%,-2%
COc1ccc(-c2nn(-c3ccccc3)cc2C(=O)NC(=S)NNC(=O)c2ccncc2)cc1,u,4%,11%,-41%[inhibitor],16%,-23%,-8%,u
O=C(NNS(=O)(=O)c1ccc(F)cc1)C1CCN(S(=O)(=O)c2ccccc2)CC1,14%,2%,-1%,-2%,12%,-22%,i,0%
COc1ccc(OCCCC(=O)Nc2ccc3c(c2)OCO3)cc1,42%,-3%,6%,0%,4%,2%,i,29%
Cc1ccc(CC2CC(=O)N(c3nc4ccccc4n3C)C2=O)cc1 (centres undefined),x,3%,9%,u,-6%,15%,i,27%
COc1ccc(/C=N/NC(=O)c2cccnc2)c(C(=O)O)c1OC,27%,3%,-1%,8%,-9%,-3%,-12%,5%
CCC1(c2ccccc2)C(=O)N(C(=O)OC(C)(C)C)N1C(=O)OC(C)(C)C (centres undefined),2%,-6%,13%,-17%,3%,-24%,i,u
CN(CC(=O)Nc1ccc(F)c(F)c1F)C(=O)CC1OC(=O)c2ccccc21 (centres undefined),4%,4%,-3%,-5%,6%,-14%,-32%[inhibitor],10%
Cc1ccc(O)c(C2=NCCNC(C(F)(F)F)=C2)c1,-5%,3%,2%,3%,-6%,3%,i,17%
COC(=O)C1CCCN1C(=O)COc1ccc(Cl)cc1Br (centres undefined),1%,6%,6%,-3%,4%,0%,i,-7%
CCOc1cc(C2C(C(=O)OCC(C)C)=C(C)N=C3SCCC(=O)N32)ccc1OC(C)=O (centres undefined),32%,-3%,8%,2%,6%,-9%,-17%[57.5 µM],-6%
Cc1ccc(CS(=O)(=O)Cc2ccc(C(=O)NCc3cccs3)o2)cc1,26%,0%,4%,-3%,7%,2%,-3%,-31%[inhibitor]
O=C1/C(=C/c2cccc(F)c2)SC(=S)N1NS(=O)(=O)c1ccccc1,3%,18µM*,-5%,13%,-13%,40µM*,-5%,5%

# These rows are one share of the data; rates above refer to the full screens.
